Compound activity deposited in PubChem by several laboratories.
MLLE-PAM2 inh: inhibitors of PABP1 MLLE–PAM2 peptide binding, primary screen, biochemical, fluorescence polarization, FITC-PAM2, GST-MLLE; Polyadenylate-binding protein 1 (Homo sapiens), P11940; inhibition, % at 20 µM; hit rate 0.36% among 360,000; in the data active = inhibition above about 35%, passing the limit was not always enough;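 also: plate controls were DMSO wells with GST-MLLE for no effect and wells lacking GST-MLLE protein for full effect; some results filed as inactive read as strong as hits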
MT1-MMP act inh: blockers of MT1-MMP proenzyme processing, primary screen, HT1080 RFP-PRO-GFP cells, GFP/RFP fluorescence; GFP/RFP ratio change, % at 20 µM; hit rate 0.061% among 360,000; Matrix metalloproteinase-14 (Homo sapiens), P50281; AID 651647, 2012; GFP/RFP ratio fluorescence, overnight; percent of plate control window, DMSO zero;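 active = GFP/RFP ratio change of at least 30% with cell ATP level not reduced by more than half and red fluorescence within 50% of control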; also: strong numbers were not always called active
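Read-out: GFP/RFP fluorescence ratio; Test system: RFP-PRO-GFP reporter HT1080 cells; Compound dosing: single-point 20 µM compound, 1% DMSO; Times: overnight compound exposure at 37 °C.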
FAS TE block: FAS thioesterase domain inhibitors, primary screen, biochemical, fluorescence intensity, uHTS; recombinant FAS-TE, OMFH fluorogenic substrate, fluorescence endpoint; Fatty acid synthase (Homo sapiens), P49327; inhibition, % at 15 µM; AID 602261, 2012; hit rate 0.67% among 360,000;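 active = compounds whose normalised, plate-corrected inhibition of enzyme fluorescence in the single-dose primary screen is 50% or more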;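 also: 0% = DMSO with enzyme and 100% = substrate without enzyme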
bovine MsrA act: bovine MsrA enzyme activators, primary screen, biochemical, absorbance, HTS | Methionine sulfoxide reductase A (Bos taurus) | purified bovine MsrA, absorbance read-out | activation, % at 10.6 µM | hit rate 0.3% among 360,000; in the data active = activation above about 7.5%;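 also: 0% = vehicle and 100% = reference activator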
eLon inh: inhibitors of E. coli Lon protease, primary screen, biochemical, fluorescence polarization. P0A9M0. purified E. coli Lon protease. inhibition, % at 7.94 µM. hit rate 0.42% among 360,000; in the data active = inhibition above about 13%, passing the limit was not always enough;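 also: 0% = enzyme with probe and DMSO and 100% = no enzyme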
CSN deneddyl inh: inhibitors of CSN-mediated cullin deneddylation, primary screen, biochemical, fluorescence polarization, uHTS; hit rate 0.38% among 360,000; COP9 signalosome complex subunit 5 (Homo sapiens), Q92905; Purified CSN, SCF-Nedd8-OG deneddylation; inhibition, % at 12.5 µM;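 active = pattern-corrected inhibition above about 35%, with an unprinted fluorescence ratio check between 0.5 and 1.5, limit read from the data, passing the limit was not always enough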;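 also: 0% = enzyme with substrate and 100% = substrate without enzyme; some results filed as inactive read as strong as hits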
Target sequence (Q92905 whole entry, looked up, one chain of several): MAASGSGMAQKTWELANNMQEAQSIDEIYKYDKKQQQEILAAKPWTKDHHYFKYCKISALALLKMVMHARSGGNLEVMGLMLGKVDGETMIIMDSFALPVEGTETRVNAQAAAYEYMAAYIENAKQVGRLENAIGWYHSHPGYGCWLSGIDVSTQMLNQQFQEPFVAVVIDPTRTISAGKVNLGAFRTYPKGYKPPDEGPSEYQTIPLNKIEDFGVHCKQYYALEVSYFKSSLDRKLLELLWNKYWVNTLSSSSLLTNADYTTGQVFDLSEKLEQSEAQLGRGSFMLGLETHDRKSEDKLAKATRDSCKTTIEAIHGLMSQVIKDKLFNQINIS
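assay system = purified human Csn5 enzyme expressed in HEK293T cells | amount = 0.24 nM enzyme | buffer or medium = Tris/NaCl/DTT buffer, pH 7.5 | reagent = 10 nM SCFSkp2-Nedd8OG | compound = one concentration, 12.5 µM, 0.25% DMSO | times = 90 min reaction at room temperature | signal = FP | read-out basis = % inhibition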
MsrA inhibitor: bovine MsrA enzyme inhibitors, primary screen, biochemical, absorbance, HTS | Methionine sulfoxide reductase A (Bos taurus) | purified bovine MsrA, absorbance read-out | inhibition, % at 15.5 µM | hit rate 0.75% among 360,000 | AID 651718, 2012; in the data active = inhibition above about 4.5%;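 also: 0% = vehicle wells with enzyme and 100% = reference inhibitor wells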
Rpn11 inh: Rpn11 (PSMD14) deubiquitinase inhibitors, primary screen, biochemical, fluorescence polarization, uHTS. 26S proteasome non-ATPase regulatory subunit 14 (Homo sapiens), O00487. human 26S proteasome, Ub4-pepOG fluorescence polarization; 20S core pre-blocked with epoxomicin. calls only at 20 µM. hit rate 0.59% among 360,000;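 active = inhibition at 20 µM, scaled to each plate's controls, above about 33%, limit read from the data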
Target sequence (O00487 whole entry, looked up): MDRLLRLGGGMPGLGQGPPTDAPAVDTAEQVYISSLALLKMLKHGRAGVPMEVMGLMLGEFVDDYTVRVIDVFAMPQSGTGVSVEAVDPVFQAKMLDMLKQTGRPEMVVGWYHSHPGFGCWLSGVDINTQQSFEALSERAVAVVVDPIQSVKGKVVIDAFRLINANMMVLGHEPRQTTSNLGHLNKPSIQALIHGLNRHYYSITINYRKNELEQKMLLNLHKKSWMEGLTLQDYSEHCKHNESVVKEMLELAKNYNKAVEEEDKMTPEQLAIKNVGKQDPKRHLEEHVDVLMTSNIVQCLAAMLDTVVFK
Rin1-Abl PPI inh: inhibitors of Rin1-Abl protein binding, primary screen, biochemical, TR-FRET | Tyrosine-protein kinase ABL1 (Homo sapiens) + Ras and Rab interactor 1 (Homo sapiens), … | inhibition, % at 7.35 µM | hit rate 0.4% among 360,000 | AID 588664, 2011; in the data active = inhibition above about 5%, passing the limit was not always enough
* marks the source's active call; other numbers are inactive results; i = inactive; · = no result given.

Every second line gives: Rin1-Abl PPI inh	FAS TE block	Rpn11 inh	MLLE-PAM2 inh	bovine MsrA act	CSN deneddyl inh	eLon inh	MT1-MMP act inh	MsrA inhibitor
- CCc1ccc(OCC(=O)N/N=C2\CC(=O)c3ccccc32)cc1
    1	34	i	5	-8	4	-8	-13	·
- O=[N+]([O-])c1ccc(N2CCSCC2)cc1
    -4	-2	i	-10	-6	-7	-9	6	3.5
- COc1cc(/C=N/Nc2nn3cnnc3c3ccccc23)cc(OC)c1OC
    -2	-13	i	0	-16	5	-8	·	5.3*
- CCOc1cc(N2CCOCC2)c(OCC)cc1NC(=O)CN1CCSC1=O
    1	-6	i	10	-4	2	-9	4	-0.2
- CCOCCCNC(=O)c1ccc2c(c1)OCO2
    6	-8	i	4	-1	0	-3	4	-0.2
- O=C(CSc1nc2ccccc2[nH]1)Nc1ccc(F)cc1
    1	2	i	-9	0	9	8	2	0.3
- CCn1cc(CNC(=O)CCc2nnc(CCC3CCCCC3)o2)cn1
    1	0	i	12	-8	-3	3	-1	0.6
- CCSC(C)CC1C/C(=N/O)c2c(CC)noc2C1 (configuration not stated)
    3	-1	i	12	-3	1	2	2	-1.3
- COc1cccc(C(=O)N2CCSC2=S)c1
    -3	-4	i	-1	3	4	10	6	-0.2
- CCn1c(CSc2nc(C)cc(C)n2)nnc1SCC(=O)Nc1ccccc1
    4	-8	i	1	-5	-1	-12	4	-0.4
- CCOC(=O)CC(NC(=O)CCc1c(C)nc2nc(C)nn2c1C)c1ccc(OC(C)C)cc1 (configuration not stated)
    4	1	i	-11	0	0	-5	-5	0.1
- O=C(Cc1ccccc1)Nc1nnc(-c2cccc([N+](=O)[O-])c2)s1
    2	-2	i	1	-13	-2	-2	0	-0.9
- O=C(CSc1nnc(-c2cccnc2)n1Cc1ccccc1)N1CCOCC1
    1	-7	i	4	-3	2	-4	-1	·
- CCOC(=O)C1=C(CN2CCN(C(=O)c3ccco3)CC2)NC(=O)NC1c1ccc(C)cc1 (configuration not stated)
    2	-8	i	3	-6	-1	5	4	0.2
- COc1ccc(C)cc1NC(=O)NC(C)c1ccncc1 (configuration not stated)
    3	-5	i	0	-5	-3	-4	1	-1.8
- Cc1ccccc1CNCc1ccc2c(c1)OCO2
    -1	-3	i	-4	-6	-1	-2	2	-1.7
- Nc1ccc(S(=O)(=O)N2CCC(Cc3ccccc3)CC2)cc1
    2	16	i	-9	-1	-1	-8	1	0.4
- O=C(c1ccc(Br)o1)N1N=C(c2ccc(Cl)cc2)CC1c1ccco1 (configuration not stated)
    -1	25	i	9	-5	10	-15	-5	2.1
- Cc1cc(F)cc(-c2cc(C(=O)NCc3ccc(C(F)(F)F)cc3)[nH]n2)c1
    0	0	i	1	-1	1	1	-1	-0.9
- O=C(O)c1cc(S(=O)(=O)N2CC3CC3C2C(=O)O)c(Cl)cc1Cl (configuration not stated)
    1	-4	i	2	-3	0	-2	-4	-1.0

Compounds above containing two or more sulfur atoms, in the order listed:
Every second line gives: Rin1-Abl PPI inh	FAS TE block	Rpn11 inh	MLLE-PAM2 inh	bovine MsrA act	CSN deneddyl inh	eLon inh	MT1-MMP act inh	MsrA inhibitor
- COc1cccc(C(=O)N2CCSC2=S)c1
    -3	-4	i	-1	3	4	10	6	-0.2
- CCn1c(CSc2nc(C)cc(C)n2)nnc1SCC(=O)Nc1ccccc1
    4	-8	i	1	-5	-1	-12	4	-0.4

(more compounds)
Every second line gives: Rin1-Abl PPI inh	FAS TE block	Rpn11 inh	MLLE-PAM2 inh	bovine MsrA act	CSN deneddyl inh	eLon inh	MT1-MMP act inh	MsrA inhibitor
- CC#CC(=O)N1CCC(CCC(=O)N(C)Cc2ccccc2)CC1
    -2	-4	i	3	0	3	-1	-1	1.7
- O=S1(=O)CC(O)C(Nc2ccccc2)C1 (configuration not stated)
    -2	1	i	7	-1	-2	-1	2	-0.9
- O=C(Cn1c(=O)oc2ccccc21)Nc1nc(-c2ccc(Br)cc2)cs1
    -7	-16	i	-24	-4	-12	-6	-10	-1.0
- O=C(CSc1nncc2ccccc12)Nc1cccc(O)c1
    0	-1	i	9	-2	-6	4	2	-0.7
- FC(F)(F)c1ccc(NC2=NCCC2)cc1
    0	-12	i	-6	-15	-2	-1	·	-1.7
- CCn1c(SCC(=O)Nc2ccc(NC(=O)c3cccs3)cc2)nnc1-c1cccnc1
    -2	-4	i	-6	-3	3	-3	-4	0.5
- O=C(Cc1ncc(C(F)(F)F)cc1Cl)NCc1cccnc1
    -1	-7	i	-22	-2	1	-5	-3	0.3
- CCOC(=O)c1nc(Nc2ccccc2C)c2ccccc2n1
    0	-2	i	3	-8	3	3	0	1.7
- COc1ccc(C2(CNC(=O)Cc3ccc(OC)c(OC)c3)CCOCC2)cc1
    1	-8	i	-4	-2	1	-7	2	0.6
- CCOc1ccc(C(=O)NC2CCN(C(=S)Nc3ccccc3C)CC2)cc1
    0	-5	i	-56	-2	-3	2	1	-1.5
- Cc1sc(N)c(C(=O)c2ccccc2)c1C
    -2	-8	i	-3	-12	-8	0	-4	0.9
- Cc1ccc(/C(N)=N/OC(=O)CCCc2ccccc2)cc1
    1	8	i	-4	0	0	2	-2	0.7
- CCOc1ccccc1-c1cc(C(=O)N/N=C(\C)c2cccnc2)c2ccccc2n1
    0	-3	i	12	-2	-1	-2	-4	0.1
- Cc1[nH]c2ccccc2c1/C=N\NC(=O)c1ccco1
    -1	-2	i	-10	-10	4	159*	3	6.6*
- COc1ccc(OCC(=O)N/N=C/c2ccc(OC)c(OC)c2C(=O)O)cc1
    1	-9	i	5	-2	-2	-10	3	0.7
- O=C(COC(=O)c1cccs1)Nc1cccc(S(=O)(=O)N2CCOCC2)c1
    -1	-7	i	11	0	0	-3	-2	-0.6
- CCOc1ccc(C)cc1S(=O)(=O)Nc1ccc(Cl)cn1
    -2	-2	i	2	-6	4	2	1	-0.1
- Cc1ccc(-n2nc(C)c3c(C)c(CCC(=O)NCCCOC(C)C)c(C)nc32)cc1
    0	-2	i	6	-11	-1	-2	2	-0.8
- CC(C)(C)NC(=O)CN(C(=O)C1CSC(=O)C1)c1ccc2c(c1)OCCO2 (configuration not stated)
    -1	2	i	2	-2	2	0	8	-0.8
- CC1CN(C(=O)c2cc(COc3c(F)cccc3F)on2)CCN1C (configuration not stated)
    1	-5	i	-4	-11	4	-1	1	-0.3

Compounds from the list above that contain a nitro group on carbon, in the order listed:
Every second line gives: Rin1-Abl PPI inh	FAS TE block	Rpn11 inh	MLLE-PAM2 inh	bovine MsrA act	CSN deneddyl inh	eLon inh	MT1-MMP act inh	MsrA inhibitor
- O=[N+]([O-])c1ccc(N2CCSCC2)cc1
    -4	-2	i	-10	-6	-7	-9	6	3.5
- O=C(Cc1ccccc1)Nc1nnc(-c2cccc([N+](=O)[O-])c2)s1
    2	-2	i	1	-13	-2	-2	0	-0.9

New compounds follow
Every second line gives: Rin1-Abl PPI inh	FAS TE block	Rpn11 inh	MLLE-PAM2 inh	bovine MsrA act	CSN deneddyl inh	eLon inh	MT1-MMP act inh	MsrA inhibitor
- COc1ccc(OCc2nnc(SCC(N)=O)n2N)cc1
    2	-11	i	2	-1	-3	-7	1	0.3
- CNC(=O)Nc1ccccc1C(=O)NCc1ccccc1
    1	-1	i	10	-2	-2	-7	1	-0.3
- CNS(=O)(=O)c1cccc(C(=O)Nc2cccc(Cl)c2)c1
    0	-3	i	10	-6	0	4	5	-0.4
- CC(C)(C)C(=O)NC(=S)Nc1ccc(Cl)c(C(=O)O)c1
    0	-5	i	26	-1	1	0	0	0.1
- CSc1ccccc1NC(=O)COC(=O)Cn1cc(C(F)(F)F)ccc1=O
    6	-7	i	-1	-1	0	-14	1	-0.4
- COc1ccc(S(=O)(=O)N2CCOC2CNC(=O)C(=O)NCCc2ccc(OC)c(OC)c2)cc1C (configuration not stated)
    0	-5	i	-12	-3	1	-5	-1	-0.6
- Cc1ccc(C)c(SCC(=O)NC(=O)Nc2ccc3c(c2)OCCO3)c1
    -1	4	i	12	-3	-8	-3	1	-0.6
- O=C(Nc1ncnc2sc3c(c12)CCCCC3)c1ccc(F)cc1
    4	12	i	-5	1	3	-5	8	0.9
- CCN(CC)c1ccc(C2C3CCCCC3(O)CCN2CC(=O)N2CCCCC2)cc1 (configuration not stated)
    -3	7	i	-1	3	4	7	-7	-1.5
- C/C(=N\NC(=O)c1c(C)nc2ccccn12)c1cccc([N+](=O)[O-])c1
    0	19	i	3	-3	-3	3	-3	0.5
- COc1ccc(C(c2nnnn2C2CCCCC2)N2CCN(C)CC2)c(OC)c1 (configuration not stated)
    -4	-5	i	4	-2	0	3	1	-0.9

3 of the compounds above, tab-delimited.
compound	Rin1-Abl PPI inh	FAS TE block	Rpn11 inh	MLLE-PAM2 inh	bovine MsrA act	CSN deneddyl inh	eLon inh	MT1-MMP act inh	MsrA inhibitor
Cc1ccc(C)c(SCC(=O)NC(=O)Nc2ccc3c(c2)OCCO3)c1	-1	4	i	12	-3	-8	-3	1	-0.6
O=C(Nc1ncnc2sc3c(c12)CCCCC3)c1ccc(F)cc1	4	12	i	-5	1	3	-5	8	0.9
CCN(CC)c1ccc(C2C3CCCCC3(O)CCN2CC(=O)N2CCCCC2)cc1 (configuration not stated)	-3	7	i	-1	3	4	7	-7	-1.5

Structures above that contain an NH in an aromatic ring (3):
Every second line gives: Rin1-Abl PPI inh	FAS TE block	Rpn11 inh	MLLE-PAM2 inh	bovine MsrA act	CSN deneddyl inh	eLon inh	MT1-MMP act inh	MsrA inhibitor
- O=C(CSc1nc2ccccc2[nH]1)Nc1ccc(F)cc1
    1	2	i	-9	0	9	8	2	0.3
- Cc1cc(F)cc(-c2cc(C(=O)NCc3ccc(C(F)(F)F)cc3)[nH]n2)c1
    0	0	i	1	-1	1	1	-1	-0.9
- Cc1[nH]c2ccccc2c1/C=N\NC(=O)c1ccco1
    -1	-2	i	-10	-10	4	159*	3	6.6*
